KOR beta-arrestin-1: kappa opioid receptor activators – cell-based, luminescence, uHTS, primary screen (AID 1777); KOR beta-arrestin recruitment, luminescence; higher % means a stronger effect; activation, % at 10 µM, or EC50 in µM where a hit was titrated; actives 0.02% (n = 280,000); in the data active means activation above about 50%, passing the limit was not always enough; further: a part of the inactive calls stands beside numbers as strong as those of hits
West Nile virus CPE: West Nile virus antiviral activity, cell-based, CPE readout (AID 1621) | West Nile virus-infected cells, CPE inhibition; higher % means a stronger effect | CPE inhibition, % at 10 µM; hits with a dose series show IC50 in µM | actives 0.02% (n = 290,000); in the data active means a potency from the dose series; inconclusive means CPE inhibition mostly from about 3.7% at the one dose, without a potency; inactive means the rest, 99 in 100 with CPE inhibition below about 2.2%; further: strong numbers were not always called active
NOD1 inhibition: NOD1 signaling inhibitors, primary screen, cell-based, luminescence, uHTS (AID 1578); one-dose inhibition, % at 4 µM; EC50 in µM for titrated hits; actives 1% (n = 290,000); NOD1-driven NF-kB luciferase reporter cells, luminescence; higher % means a stronger effect; in the data active means inhibition mostly above about 36%, no sharp cut-off; inactive means mostly below about 34%;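 further: HEK-293T reporter cells stimulated with the NOD1 agonist gamma-tri-DAP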
Yfh1-off respiration: mitochondrial function rescue without frataxin homolog – Friedreich's ataxia, plus single-dose screen, dose response (AID 1465). S. cerevisiae Yfh1-off respiration, WST-1 reduction, 72 h; higher fold induction means a stronger effect. one-dose fold induction at 50 µM; EC50 in µM for titrated hits. actives 0.074% (n = 220,000);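 active means fold induction of absorbance versus untreated yeast above a set limit, then at least 30% activation at any dose in follow-up; inconclusive means repeats straddling the limit, or above it without dose testing; inactive means fold induction below the set limit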;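 further: activators that raise dye reduction in frataxin-depleted yeast; strong numbers were not always called active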
HIV fusion peptide: inhibitors of HIV fusion peptide binding, primary screen, biochemical, uHTS, fluorescence dequenching (AID 1986). cell-free peptide binding, fluorescence dequenching, 30 min; higher % means a stronger effect. one-dose inhibition, % at 20 µM; IC50 in µM for titrated hits. actives 0.3% (n = 290,000); in the data active means inhibition mostly above about 52%, no sharp cut-off; inactive means mostly below about 76%; further: some results filed as inactive read as strong as hits
NS5 inhibitors: flavivirus cap methylation enzyme inhibition – biochemical, confirmation dose response, primary screen (AID 588689); actives 0.3% (n = 340,000); Dengue-2 NS5 methyltransferase capping enzyme assay, biochemical; higher % means a stronger effect; one-dose inhibition, % at 25 µM; IC50 in µM for titrated hits; in the data active means a potency from the dose series; inconclusive means inhibition above about 29% without an active follow-up result
AID2073: inhibitors of Mint1-CaV2.2 protein interaction, biochemical, HTRF (AID 2073); actives 0.19% (n = 290,000); inhibition, % at 20 µM; hits with a dose series show IC50 in µM; HTRF protein-protein interaction, Mint1-CaV2.2; higher % means a stronger effect; in the data active means inhibition mostly above about 51%, no sharp cut-off; inconclusive means no clear call, values can overlap the other calls; inactive means mostly below about 53%; further: some results filed as inactive read as strong as hits
KOR beta-arrestin-2: kappa opioid receptor blockers – cell-based, luminescence, uHTS (AID 1778) | inhibition, % at 10 µM; hits with a dose series show IC50 in µM | KOR beta-arrestin recruitment, luminescence, antagonist mode; higher % means a stronger effect | actives 0.091% (n = 290,000); further: strong numbers were not always called active
NOD2 inhibition: NOD2 signaling inhibitors, cell-based, luminescence, uHTS, HEK293 (AID 1566). HEK293 NOD2/NF-kB luciferase reporter, luminescence; higher % means a stronger effect. inhibition, % at 4 µM, or EC50 in µM where a hit was titrated. actives 0.63% (n = 290,000); further: many of its hits are not listed in these tables
NS5 inhibitors pilot replicate: recorded beside NS5 inhibitors, whose call it bears; inhibition, %; measured here: pilot screen replicate inhibition
* marks the source's active call; other numbers are inactive results; [ ] = another dose, or the depositor's remark. Unless noted, no stated cut-off is given here; in the data, active means inhibition above about 50%; inactive means the rest.

For Cc1cc(-c2ccccc2)nc2cc(C(=O)NCc3ccco3)nn12 the results were KOR beta-arrestin-1 -1.8%, West Nile virus CPE 0.0%, NOD1 inhibition -28.3%, Yfh1-off respiration inactive, HIV fusion peptide 7.5%, NS5 inhibitors -5.1%, AID2073 41.9%, KOR beta-arrestin-2 18.4% and NOD2 inhibition 3.9%.
For Cc1cc(C)n2cc(CSc3nnc(N)s3)nc2n1 the results were KOR beta-arrestin-1 -3.6%, West Nile virus CPE -0.2%, NOD1 inhibition -11.0%, Yfh1-off respiration inactive, HIV fusion peptide 3.0%, NS5 inhibitors 0.0%, AID2073 -7.4%, KOR beta-arrestin-2 14.7% and NOD2 inhibition 7.8%.
Screening O=C1CN(c2nc(-c3ccccc3)c3cc(Br)ccc3n2)c2ccccc2N1 returned KOR beta-arrestin-1 6.6%, HIV fusion peptide -3.7%, AID2073 inconclusive, KOR beta-arrestin-2 -36.1% and NOD2 inhibition -7.8%.
For COc1ccc(C(=O)CSc2ncnc3nc[nH]c23)cc1 the results were KOR beta-arrestin-1 -1.1%, West Nile virus CPE 0.2%, NOD1 inhibition -1.3%, Yfh1-off respiration inactive, HIV fusion peptide 0.2%, NS5 inhibitors -15.5%, AID2073 -1.0%, KOR beta-arrestin-2 4.7% and NOD2 inhibition 6.9%.
Screening O=C(Nc1c2ccccc2nc2ccccc12)C(Cl)(Cl)Cl returned KOR beta-arrestin-1 -3.1%, West Nile virus CPE -0.4%, NOD1 inhibition 11.3%, Yfh1-off respiration inactive, HIV fusion peptide 1.4%, NS5 inhibitors 3.4%, AID2073 14.0%, KOR beta-arrestin-2 -3.2% and NOD2 inhibition -1.1%.
`C/C(=N\NC(=O)c1ccco1)c1cc(Cl)sc1Cl` gave KOR beta-arrestin-1 0.2%, West Nile virus CPE -1.0%, NOD1 inhibition -57.5%, HIV fusion peptide 0.0%, NS5 inhibitors 0.0%, AID2073 47.8%, KOR beta-arrestin-2 5.6% and NOD2 inhibition -26.7%.
For Cc1ccc(NC(=O)Cn2ccsc2=N)c([N+](=O)[O-])c1 the results were KOR beta-arrestin-1 -8.1%, West Nile virus CPE 0.3%, NOD1 inhibition -27.1%, Yfh1-off respiration inactive, HIV fusion peptide -0.7%, NS5 inhibitors 2.2%, AID2073 -8.0%, KOR beta-arrestin-2 14.3% and NOD2 inhibition -2.9%.
For CC1(C)CC(=O)C2=C(C1)Nc1ccccc1NC2c1ccccc1F (configuration not stated) the results were KOR beta-arrestin-1 0.1%, West Nile virus CPE -0.1%, NOD1 inhibition -32.1%, HIV fusion peptide 0.0%, NS5 inhibitors 23.1%, AID2073 4.0%, KOR beta-arrestin-2 -31.2%[20 µM] and NOD2 inhibition 3.4%.
For CN(C)C(=O)CS(=O)(=O)c1ccc(Cl)cc1 the results were KOR beta-arrestin-1 -1.9%, West Nile virus CPE 0.1%, NOD1 inhibition -6.0%, Yfh1-off respiration inactive, HIV fusion peptide -1.5%, NS5 inhibitors -4.6%, AID2073 8.3% and NOD2 inhibition 12.3%.
`COCCn1cnc2c1c(=O)n(CC(=O)NCC(F)(F)F)c(=O)n2Cc1ccccc1` gave KOR beta-arrestin-1 -3.3%, West Nile virus CPE -0.5%, NOD1 inhibition -3.1%, HIV fusion peptide 1.2%, NS5 inhibitors -15.0%, AID2073 4.9%, KOR beta-arrestin-2 0.1% and NOD2 inhibition 6.8%.

Three consecutive compounds already listed, quoted:
Screening O=C(Nc1c2ccccc2nc2ccccc12)C(Cl)(Cl)Cl returned KOR beta-arrestin-1 -3.1%, West Nile virus CPE -0.4%, NOD1 inhibition 11.3%, Yfh1-off respiration inactive, HIV fusion peptide 1.4%, NS5 inhibitors 3.4%, AID2073 14.0%, KOR beta-arrestin-2 -3.2% and NOD2 inhibition -1.1%.
`C/C(=N\NC(=O)c1ccco1)c1cc(Cl)sc1Cl` gave KOR beta-arrestin-1 0.2%, West Nile virus CPE -1.0%, NOD1 inhibition -57.5%, HIV fusion peptide 0.0%, NS5 inhibitors 0.0%, AID2073 47.8%, KOR beta-arrestin-2 5.6% and NOD2 inhibition -26.7%.
For Cc1ccc(NC(=O)Cn2ccsc2=N)c([N+](=O)[O-])c1 the results were KOR beta-arrestin-1 -8.1%, West Nile virus CPE 0.3%, NOD1 inhibition -27.1%, Yfh1-off respiration inactive, HIV fusion peptide -0.7%, NS5 inhibitors 2.2%, AID2073 -8.0%, KOR beta-arrestin-2 14.3% and NOD2 inhibition -2.9%.

Next records follow:
Screening CCOC(=O)C1CCN(C(=O)CN(c2ccc(OC)cc2)S(=O)(=O)c2c(C)noc2C)CC1 returned KOR beta-arrestin-1 3.5%, West Nile virus CPE -0.8%, NOD1 inhibition -13.3%, Yfh1-off respiration inactive, HIV fusion peptide -0.8%, NS5 inhibitors -6.7%, AID2073 1.0%, KOR beta-arrestin-2 -47.5% and NOD2 inhibition 2.3%.
Screening CCn1c(=O)cc(SCC(=O)NCCCN2CCN(c3ccc(F)cc3)CC2)c2ccccc21 returned KOR beta-arrestin-1 -1.2%, West Nile virus CPE 0.5%, NOD1 inhibition -8.8%, Yfh1-off respiration inactive, HIV fusion peptide -2.8%, NS5 inhibitors 1.4%, AID2073 14.0%, KOR beta-arrestin-2 19.3% and NOD2 inhibition 14.9%.
For O=C(NNC(=O)c1cc([N+](=O)[O-])ccc1Cl)c1cccs1 the results were KOR beta-arrestin-1 -4.3%, West Nile virus CPE -0.4%, NOD1 inhibition -17.9%, Yfh1-off respiration inactive, HIV fusion peptide 1.2%, NS5 inhibitors -8.2%, AID2073 3.6%, KOR beta-arrestin-2 21.0% and NOD2 inhibition 2.7%.
For N#C/C(=C(/O)COc1ccc(Br)cc1)c1nnc2n1CCCCC2 the results were KOR beta-arrestin-1 -1.9%, West Nile virus CPE -0.1%, NOD1 inhibition -37.9%, Yfh1-off respiration inactive, HIV fusion peptide -0.6%, NS5 inhibitors -2.3%, AID2073 10.3%, KOR beta-arrestin-2 -24.4% and NOD2 inhibition 13.1%.
`Cc1ccc2cccc(NC(=S)NC(=O)c3ccnn3C)c2n1` gave KOR beta-arrestin-1 -4.6%, West Nile virus CPE 0.5%, NOD1 inhibition -27.2%, Yfh1-off respiration inactive, HIV fusion peptide -0.4%, NS5 inhibitors -9.7%, AID2073 7.7%, KOR beta-arrestin-2 -3.0% and NOD2 inhibition 14.7%.
For Cc1ccc(-c2nn(C)c(=O)c3ccccc23)cc1S(=O)(=O)N1CCCC1 the results were KOR beta-arrestin-1 -6.6%, West Nile virus CPE 0.0%, NOD1 inhibition -23.0%, Yfh1-off respiration inactive, HIV fusion peptide 0.5%, NS5 inhibitors -3.5%, AID2073 6.4%, KOR beta-arrestin-2 6.3% and NOD2 inhibition -3.4%.
`Cc1nc2cc(NC(=O)N3CCC(c4ccccc4)C3)ccc2n1C` (configuration not stated) gave KOR beta-arrestin-1 -2.3%, West Nile virus CPE -0.4%, NOD1 inhibition -33.5%, Yfh1-off respiration inactive, HIV fusion peptide 1.5%, NS5 inhibitors -2.1%, AID2073 4.3%, KOR beta-arrestin-2 22.2% and NOD2 inhibition -27.7%.
CCC(CC)NC(=O)Cc1ccc(S(=O)(=O)N2CCOCC2)s1 was read as KOR beta-arrestin-1 4.2%, West Nile virus CPE -0.1%, NOD1 inhibition 2.3%, Yfh1-off respiration inactive, HIV fusion peptide 6.3%, NS5 inhibitors -0.8%, AID2073 2.8%, KOR beta-arrestin-2 -1.5% and NOD2 inhibition 4.8%.
CC(=O)Nc1ccccc1OCC(=O)NC(C)c1ccc(F)cc1 (configuration not stated) was read as KOR beta-arrestin-1 -4.6%, NOD1 inhibition -6.3%, HIV fusion peptide 1.9%, NS5 inhibitors -6.2%, AID2073 -0.4%, KOR beta-arrestin-2 8.9% and NOD2 inhibition 5.4%.
C/C(=N\NC(=S)NCCc1ccccc1)c1ccc(O)cc1O was read as KOR beta-arrestin-1 1.8%, West Nile virus CPE -1.4%, NOD1 inhibition -17.7%, HIV fusion peptide -3.1%, NS5 inhibitors -15.8%, AID2073 -7.7%, KOR beta-arrestin-2 -8.8% and NOD2 inhibition 20.9%.
For COC(=O)c1oc2ccc(OC)cc2c1N the results were KOR beta-arrestin-1 0.6%, West Nile virus CPE 0.6%, NOD1 inhibition -61.8%, Yfh1-off respiration inactive, HIV fusion peptide -1.1%, NS5 inhibitors -1.6%, AID2073 11.2%, KOR beta-arrestin-2 -7.1% and NOD2 inhibition -11.5%.
`CCOC(=O)C1CCN(C(=O)Cc2c(F)cccc2Cl)CC1` gave KOR beta-arrestin-1 -4.8%, West Nile virus CPE 0.1%, NOD1 inhibition -15.3%, Yfh1-off respiration inactive, HIV fusion peptide 0.8%, NS5 inhibitors -2.4%, AID2073 6.0%, KOR beta-arrestin-2 16.1% and NOD2 inhibition -5.5%.
Screening CNC(=O)N1c2ccccc2C=Cc2ccccc21 returned KOR beta-arrestin-1 -5.1%, West Nile virus CPE -0.5%, NOD1 inhibition -32.7%, HIV fusion peptide 1.1%, NS5 inhibitors -3.3%, AID2073 0.4%, KOR beta-arrestin-2 -1.7%[20 µM], NOD2 inhibition 9.4% and NS5 inhibitors pilot replicate -3.0.
NC(=O)[C@H]1CC2(CC(c3cccc(NC(=O)COc4ccc(Cl)cc4)c3)=NO2)CN1C(=O)c1ccccc1C(=O)c1ccccc1 (some centres not stated) was read as KOR beta-arrestin-1 -3.2%, West Nile virus CPE -0.4%, NOD1 inhibition 1.3%, Yfh1-off respiration inactive, HIV fusion peptide 7.6%, NS5 inhibitors -4.4%, AID2073 17.4%, KOR beta-arrestin-2 25.5% and NOD2 inhibition 17.6%.
Cc1cc(C)cc(NC(=O)CN(C)S(=O)(=O)c2cccc3nsnc23)c1 was read as KOR beta-arrestin-1 2.5%, West Nile virus CPE -0.5%, NOD1 inhibition -15.0%, Yfh1-off respiration inactive, HIV fusion peptide -0.3%, NS5 inhibitors 0.0%, AID2073 13.3%, KOR beta-arrestin-2 8.0% and NOD2 inhibition 6.9%.
`Cc1ccccc1C(=O)NC(=S)Nc1cccc(NC(=O)C(C)C)c1` gave KOR beta-arrestin-1 -4.5%, West Nile virus CPE -0.4%, NOD1 inhibition -17.2%, Yfh1-off respiration inactive, HIV fusion peptide 3.1%, NS5 inhibitors 2.7%, AID2073 -0.5%, KOR beta-arrestin-2 42.2%[20 µM] and NOD2 inhibition -22.0%.
O=C(c1ccccc1F)N1CCN(c2cccc(C(F)(F)F)c2)CC1 was read as KOR beta-arrestin-1 2.3%, West Nile virus CPE -0.9%, NOD1 inhibition 4.8%, Yfh1-off respiration inactive, HIV fusion peptide -2.1%, NS5 inhibitors -3.0%, AID2073 -0.9%, KOR beta-arrestin-2 29.5% and NOD2 inhibition 3.4%.
`Cn1c(N/N=C2\CCCc3ccccc32)nc2c1c(=O)n(Cc1ccccc1)c(=O)n2C` gave KOR beta-arrestin-1 1.3%, West Nile virus CPE -0.2%, NOD1 inhibition -15.7%, Yfh1-off respiration inactive, HIV fusion peptide -5.2%, NS5 inhibitors 2.9%, AID2073 11.9%, KOR beta-arrestin-2 0.5% and NOD2 inhibition 19.3%.

The list is partial; rates above refer to the full screens.
